# Screening results: PubChem BioAssay, several laboratories
# PMI inhibition – human PMI inhibitors, high substrate, primary screen, biochemical, fluorescence intensity, high mannose 6-phosphate (AID 1220) | inhibition, % at 20 µM, or IC50 in µM where a hit was titrated | recombinant PMI enzyme, coupled fluorescence intensity; higher % means a stronger effect | Mannose-6-phosphate isomerase (Homo sapiens) | 0.66% of 190,000 active
# TNAP activators – human TNAP enzyme activators, primary screen, biochemical, luminescent, no phosphate acceptor, uHTS (AID 1001) | activation fold at 20 µM; hits with a dose series show EC50 in µM | Alkaline phosphatase, tissue-nonspecific isozyme (Homo sapiens) | purified TNAP, luminescent activation assay, no phosphate acceptor; higher activation fold means a stronger effect | 0.03% of 200,000 active; in the data active = activation fold from about 3, or a potency from the dose series; inactive = the rest, 99 in 100 with activation fold below about 1.6; also: many of its hits are not listed in these tables
# human PMI inhibition – inhibitors of human PMI, primary screen, biochemical, fluorescence intensity, coupled assay (AID 1209). Mannose-6-phosphate isomerase (Homo sapiens). 0.42% of 190,000 active. purified PMI enzyme, coupled fluorescence intensity; higher % means a stronger effect. inhibition, % at 20 µM, or IC50 in µM where a hit was titrated;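 also: plate controls were DMSO vehicle for no effect and wells lacking substrate for full effect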
# CSM14.1 death rescue – rescue of cells from ER stress-induced death, primary screen, 384-well, CSM14.1, thapsigargin, ATP luminescence (AID 1222) | CSM14.1 thapsigargin-induced death rescue, ATP luminescence; higher % means a stronger effect | one-dose cellular ATP content (survival), % at 20 µM; EC50 in µM for titrated hits | 190,000 tested, under 10 active;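 active = EC50 below 50 µM in the dose-response confirmation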;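 also: death triggered by thapsigargin at about 15 µM added after 2 h compound pretreatment; cell ATP read after overnight thapsigargin exposure of roughly 18 to 22 hours; normalized against plate controls of thapsigargin alone and 5% DMSO vehicle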
# PhoP inhibition – inhibitors of PhoP regulon expression, primary screen, Salmonella Typhimurium, GFP reporter (AID 1863) | 0.16% of 300,000 active | S. Typhimurium PhoP-regulated promoter GFP reporter, 4 h; higher % means a stronger effect | inhibition, % at 50 µM, or IC50 in µM where a hit was titrated;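 active = inhibition over 29.93%, a cutoff 3 SD above the screen mean, later confirmed by dose response; inconclusive = inhibition over 29.93% but no dose response follow-up; inactive = inhibition at most 29.93% or unconfirmed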;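 also: 0% = low Mg2+ inducing control and 100% = high Mg2+ repressing control; strong numbers were not always called active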
# Large T inhibition – SV40 large T antigen inhibitors, biochemical (AID 1903). SV40 large T antigen ATPase/helicase inhibition assay; higher % means a stronger effect. inhibition, % at 20 µM, or IC50 in µM where a hit was titrated. 0.39% of 310,000 active; in the data active = a potency from the dose series; inconclusive = inhibition mostly from about 32% at the one dose, without a potency; inactive = the rest, 99 in 100 with inhibition below about 32%; also: strong numbers were not always called active
# West Nile antiviral – West Nile virus antiviral activity, cell-based, CPE readout (AID 1621). West Nile virus-infected cells, CPE inhibition; higher % means a stronger effect. CPE inhibition, % at 10 µM, or IC50 in µM where a hit was titrated. 0.02% of 290,000 active; in the data active = a potency from the dose series; inconclusive = CPE inhibition mostly from about 3.7% at the one dose, without a potency; inactive = the rest, 99 in 100 with CPE inhibition below about 2.2%; also: strong numbers were not always called active
# RSV antiviral HEp-2 – RSV antiviral activity via CPE protection, HEp-2 cells, primary 10 µM value included (AID 2391); HEp-2 cells, RSV-induced CPE inhibition; higher % means a stronger effect; 0.13% of 310,000 active; CPE inhibition, % at 10 µM; hits with a dose series show IC50 in µM; in the data active = a potency from the dose series; inconclusive = CPE inhibition mostly from about 23% at the one dose, without a potency; inactive = the rest, 99 in 100 with CPE inhibition below about 21%; also: strong numbers were not always called active
# Insulin prom up – insulin promoter activators in MIN6 cells, imaging, high-content screening, mouse beta cells | MIN6 insulin promoter-GFP reporter; stronger effect = higher value | z-score at 5 µM | 0.3% of 190,000 active | AID 1625, 2009;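 active = z-score above 3 at 5 µM with at least 500 cells counted in the well; inconclusive = wells under 500 cells, flagged as cytotoxic or low count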
# Insulin prom up cell count – second read-out of Insulin prom up, no call of its own (marks repeat the call); cell count; measured here: cytotoxicity, nuclei count;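 total cells summed across four imaged fields per well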
# An asterisk follows results filed as active; ? = inconclusive; · = no result given. Rule as the data show it, unless noted: active = inhibition above about 50%; inactive = the rest.
SMILES,PMI inhibition,TNAP activators,human PMI inhibition,CSM14.1 death rescue,PhoP inhibition,Large T inhibition,West Nile antiviral,RSV antiviral HEp-2,Insulin prom up,Insulin prom up cell count
Cn1c(=O)c2c(ncn2CC(=O)OCC(=O)c2ccc(F)c(F)c2)n(C)c1=O,·,·,·,·,-5%,30%,0.4%,2.0%,·,·
Cc1c(CCO)c(=O)[nH]n1S(=O)(=O)c1ccc(F)cc1,·,·,·,·,5%,-1%,0.3%,0.9%,·,·
Cc1ccc(-c2nn(CC(=O)NCC3CCCO3)c(=O)c3ccccc23)cc1 (centres undefined),5%,1,5%,-1.8%,-15%,?,-0.7%,6.8%,0.24,1260
CCOc1ccccc1CN1CCNC(=O)C1CC(=O)NC1CCCCC1 (centres undefined),·,·,·,·,4%,2%,-0.2%,0.6%,·,·
Cc1cc2[nH]ncc2cc1NC(=S)NC(=O)c1ccccc1,14%,1,19%,13%,3%,18%,-0.3%,1.6%,·,·
COC(=O)c1ccccc1NC(=O)c1ccc(COc2ccc3c(c2)CCC3)cc1,22%,1.1,25%,-0.3%,2%,13%,-0.2%,1.0%,0.32,1580
Cc1cc(C(=O)NCc2cccs2)nn1C,·,·,·,·,-9%,16%,0.0%,1.0%,·,·
COc1ccc(/C=N/N2CCN(c3ccc(Cl)cc3)CC2)cc1,·,·,·,·,-3%,4%,-0.5%,0.2%,·,·
CCSc1cc(N2CCOCC2)nc(-c2ccc(Cl)cc2)n1,-1%,1.1,0%,-1.3%,-2%,7%,-0.9%,0.6%,-0.64,1101
CCc1ccc(NC(=O)C2CCCN(S(=O)(=O)c3cccs3)C2)cc1 (centres undefined),·,·,·,·,10%,6%,-1.2%,1.9%,·,·
c1ccc(OCCSc2nc3ccccc3o2)cc1,4%,1.2,6%,-0.5%,-2%,20%,0.2%,0.8%,-0.08,1237
O=C(NCc1ccccc1)N1CCOCC1,·,·,·,·,-10%,14%,-0.1%,-0.7%,0.06,1362
CSc1nc2oc3c(c2c2nncn12)CC(C)(C)SC3,-158%,1.2,-44%,-2.7%,2%,19%,0.4%,1.4%,-0.91,1037
CCn1c(=NC(=O)CSC(C)=O)sc2cc(OC)ccc21,-1%,1.1,-2%,0.7%,-2%,4%,0.3%,1.6%,0.47,889
CN(C)c1ccc(N2C(=NC(=O)CCC3CCCC3)SC3CS(=O)(=O)CC32)cc1 (centres undefined),·,·,·,·,0%,8%,-0.3%,2.1%,·,·
Cc1cc(N2CCN(c3ccccc3)CC2)nc(-c2ccccc2O)n1,2%,1.2,6%,0.4%,6%,1%,-0.9%,7.9%,0.66,912
COc1ccc(S(=O)(=O)N(CC(=O)NCc2ccco2)c2ccc(C)cc2)cc1OC,·,·,·,·,-2%,0%,-0.5%,1.8%,·,·
O=C(Nc1ccc(NC(=O)C2CCCCC2)nc1)c1cccs1,-12%,1.1,2%,0.5%,-4%,7%,-0.7%,2.9%,-0.15,1541
CC(C)C1N=C2c3ccccc3N=C(SCC(=O)c3ccc(O)c(O)c3)N2C1=O (centres undefined),-2%,0.1,32%,-0.1%,5%,21µM*,-0.7%,1.1%,0.28,1553
O=C1c2ccc([N+](=O)[O-])cc2C(=O)N1CNc1ccccn1,1%,1.1,-13%,1.3%,-16%,10%,0.0%,-0.4%,·,·
O=C(Nc1nccs1)c1ccc([N+](=O)[O-])cc1Cl,·,·,·,·,4%,21%,0.1%,1.1%,·,·
CN(C)S(=O)(=O)c1cccc(NC(=O)c2cc3c(cc2Cl)N2CCCCCC2=NS3(=O)=O)c1,-3%,1.1,-3%,0.3%,9%,0%,0.2%,-1.1%,-0.19,1162
Nc1cc(N)nc(SCc2ccc(Cl)cc2)n1,·,·,·,·,-3%,7%,-0.5%,3.8%,·,·
O=C(NCc1ccncc1)c1ccc(N2CCCC2)c([N+](=O)[O-])c1,0%,1,72%*,0.6%,-1%,5%,-1.5%,-0.7%,-0.29,1052
Cc1ccsc1C(=O)c1sccc1C,-2%,1.1,2%,0.3%,-5%,7%,0.0%,1.7%,-0.16,1312
C=C(Br)Cn1cnc2ccccc21,6%,1.1,-5%,-12%,-2%,4%,-0.5%,2.6%,0.36,1351
O=C(O)C1C2CCC(O2)C1C(=O)NCCC1=CCCCC1 (centres undefined),16%,1.1,18%,·,8%,-1%,1.1%,9.7%,1.6,1170
COC(=O)c1cc(-c2ccc(C)cc2)n[nH]1,-1%,0.1,1%,3.7%,·,·,0.0%,2.6%,0.07,1416
O=C(CN1CCN(c2ccccc2F)CC1)c1c[nH]c2ccc(F)cc12,-16%,1.1,-8%,-3.1%,-9%,2%,0.4%,1.7%,-0.28,892
Cc1cccc(OCCn2nnc3ccccc32)c1C,·,·,·,·,7%,12%,-1.3%,6.4%,·,·

# With a hit mark in Large T inhibition (from the list above):
Compound | PMI inhibition | TNAP activators | human PMI inhibition | PhoP inhibition | Large T inhibition | West Nile antiviral | RSV antiviral HEp-2
CC(C)C1N=C2c3ccccc3N=C(SCC(=O)c3ccc(O)c(O)c3)N2C1=O (centres undefined) | -2% | 0.1 | 32% | 5% | 21µM* | -0.7% | 1.1%

# Later entries:
SMILES,PMI inhibition,TNAP activators,human PMI inhibition,CSM14.1 death rescue,PhoP inhibition,Large T inhibition,West Nile antiviral,RSV antiviral HEp-2,Insulin prom up,Insulin prom up cell count
[O-]C1=N/[N+](=C/c2ccccc2Cl)CC1,-101%,1.1,-51%,-0.3%,-9%,18%,0.0%,0.2%,0.53,1208
CS(=O)(=O)N1N=C(c2ccc3nccnc3c2)CC1c1ccccc1 (centres undefined),0%,1,4%,-2.2%,12%,2%,-0.5%,0.1%,-0.81,1109
O=C(CSc1nnnn1-c1ccccc1)N1CCc2ccccc21,-6%,1.1,14%,2.0%,-19%,14%,0.1%,0.5%,-0.44,1209
Cn1nccc1NC(=O)Nc1ccc(Cl)cc1,·,·,·,·,-1%,4%,0.3%,0.3%,·,·
CN(C(=O)COc1cc(C(F)(F)F)nn1C)c1ccccc1,-4%,1,-2%,1.2%,-5%,9%,-0.4%,2.8%,0.1,1391
Cc1ccc(NC(=S)Nc2ccc(F)cc2)cc1C,·,·,·,·,-7%,18%,0.7%,6.5%,·,·
N#Cc1cc2cc3c(cc2nc1SCC(=O)OC1CCCCC1)OCO3,9%,1.2,1%,0.2%,5%,11%,-0.1%,1.4%,-0.25,1187
COc1ccc(OCCN(C)CC(=O)Nc2c(C)cccc2C)cc1,·,·,·,·,-1%,3%,-0.1%,0.5%,·,·
CN(C)S(=O)(=O)N1CCN(S(=O)(=O)c2ccc(F)cc2)CC1,-8%,1,-5%,-0.6%,10%,2%,-0.5%,-0.4%,1,1254
CCc1nc2scc(-c3ccc(C)cc3)c2c(=O)n1N,0%,1,-12%,-0.2%,-3%,13%,-0.8%,5.3%,-0.24,1337
O=c1[nH]c2ccc(S(=O)(=O)N3CCC(Cc4ccccc4)CC3)cc2o1,4%,1,-6%,-1.6%,-10%,3%,1.7%,-0.3%,-0.91,1305
CCC1CC(CSC(=N)N)OC1=O (centres undefined),·,·,·,·,-11%,-4%,0.2%,3.5%,0.14,1067
COC(=O)c1ccccc1NC(=O)CSCC(=O)Nc1ccccc1OC,11%,1.2,8%,2.1%,8%,1%,-0.5%,0.2%,0.46,1474
Cc1sc2ncn(CC(=O)Nc3c(F)cccc3F)c(=O)c2c1S(=O)(=O)N1CCC(C)CC1,-10%,1.1,-5%,-0.7%,5%,16%,-0.6%,1.1%,-0.17,1189
CCC(CC)NC(=O)CO/N=C/c1ccccc1OC(F)F,-5%,1.1,-5%,-1.4%,-7%,-31%,-0.6%,0.7%,0.03,1283

# Rewritten as labelled records: part of the list above.
CN(C(=O)COc1cc(C(F)(F)F)nn1C)c1ccccc1
  PMI inhibition: -4%	TNAP activators: 1	human PMI inhibition: -2%	CSM14.1 death rescue: 1.2%	PhoP inhibition: -5%	Large T inhibition: 9%	West Nile antiviral: -0.4%	RSV antiviral HEp-2: 2.8%	Insulin prom up: 0.1	Insulin prom up cell count: 1391
Cc1ccc(NC(=S)Nc2ccc(F)cc2)cc1C
  PMI inhibition: ·	TNAP activators: ·	human PMI inhibition: ·	CSM14.1 death rescue: ·	PhoP inhibition: -7%	Large T inhibition: 18%	West Nile antiviral: 0.7%	RSV antiviral HEp-2: 6.5%	Insulin prom up: ·	Insulin prom up cell count: ·

# (more compounds)
SMILES,PMI inhibition,TNAP activators,human PMI inhibition,CSM14.1 death rescue,PhoP inhibition,Large T inhibition,West Nile antiviral,RSV antiviral HEp-2,Insulin prom up,Insulin prom up cell count
C=CCN1C(=O)C(Cc2ccccc2)S/C1=N/N=C/c1cccs1 (centres undefined),7%,1.1,14%,-0.3%,2%,-3%,-0.1%,3.4%,-0.4,993
CC(C)=CCC(C)(C)C1OCCN1C(=O)c1ccccc1 (centres undefined),0%,1,11%,-0.2%,-4%,9%,0.2%,1.4%,-0.44,1320
COc1ccccc1NC(=O)COc1ccc(Br)cc1CNC1CCCC1,-8%,1.2,-7%,-1.5%,-8%,5%,-1.0%,2.9%,-0.77,1522
CCOC(=O)C[C@H]1c2ccc(C(F)(F)F)cc2S(=O)(=O)N1c1cccc(OC)c1,·,·,·,·,-10%,8%,-0.4%,?,·,·
CC(C)Sc1n[nH]c(=O)n1-c1cccc(C(F)(F)F)c1,·,·,·,·,-9%,4%,-0.3%,2.0%,·,·
Cc1nc(SCc2ccc(O)c([N+](=O)[O-])c2)n[nH]1,10%,0.9,45%,-1.9%,12%,8%,-0.3%,0.1%,0.92,1349
O=C1CCc2cc(S(=O)(=O)NC(C(=O)N3CCN(c4ccccn4)CC3)c3ccccc3)ccc2N1 (centres undefined),-4%,1,-7%,-0.9%,-4%,9%,0.0%,1.6%,-0.35,1207
NC(=O)CSc1ncc(-c2ccccc2)[nH]1,-12%,1.1,-10%,-1.1%,12%,-1%,0.0%,-0.2%,0.39,1025
CCCCN(CCCC)S(=O)(=O)c1c(C)[nH]c(=O)[nH]c1=O,2%,1,-2%,-0.4%,-7%,3%,-0.4%,0.8%,-0.19,1300
CCCNC(=O)C1=C(C)C(=O)OC12CCC(C)CC2 (centres undefined),12%,1.1,13%,·,5%,11%,-0.1%,-0.9%,·,·
CC1CCCC(C)N1CCCNC(=O)CCn1c(=O)c2cccn2c2cccnc21 (centres undefined),·,·,·,·,13%,33%,0.5%,-0.7%,·,·
CCC(=O)N1CCc2cc(S(=O)(=O)N3CCCC3)ccc21,·,·,·,·,-8%,8%,0.0%,1.4%,·,·
Cc1ccc(-c2n[nH]c3c2CCC3)cc1,11%,0.6,16%,-0.9%,1%,6%,-0.2%,?,0.39,884
CSc1ccccc1NC(=O)CN(Cc1ccccc1)S(C)(=O)=O,3%,1.1,5%,·,4%,-7%,1.3%,0.9%,0.1,987
CCOC(=O)C1CCCN(C(=O)c2sc3nc(-c4ccccc4)cn3c2C)C1 (centres undefined),-6%,1,-3%,-0.7%,-3%,6%,-0.6%,2.2%,-0.42,1129
CCN(CC)C(=O)c1nn(Cc2ccccc2)c(=O)c2ccccc12,·,·,·,·,-3%,13%,-0.7%,1.8%,·,·
